14-3-3 PPI = modulators of 14-3-3 gamma protein binding, primary screen, biochemical, fluorescence polarization. 14-3-3 protein gamma (Homo sapiens), P61981. FP, 14-3-3gamma / TMR-pS259-Raf peptide binding. inhibition, % at 40 µM. 160,000 compounds, 0.19% hits. AID 422, 2006; in the data active = inhibition above about 30%;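 also: 0% = protein plus tracer without compound and 100% = blank with tracer alone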
Target sequence (P61981 whole entry, looked up): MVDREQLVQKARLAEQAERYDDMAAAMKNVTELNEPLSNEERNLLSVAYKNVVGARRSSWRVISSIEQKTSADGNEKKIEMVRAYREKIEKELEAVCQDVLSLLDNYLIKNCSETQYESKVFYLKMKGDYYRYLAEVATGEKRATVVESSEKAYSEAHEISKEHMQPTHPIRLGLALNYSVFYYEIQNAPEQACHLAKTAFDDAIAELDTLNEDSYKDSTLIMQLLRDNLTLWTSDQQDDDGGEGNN
Active calls of the source: *.

For COc1ccc(C2NC(=O)NC(C)=C2C(=O)OC(C)C)cc1OC (configuration not stated) the results were 14-3-3 PPI -16.
CCOc1ccc(NC(=O)N(Cc2ccccc2)Cc2cn(C)c3ccccc23)cc1 was read as 14-3-3 PPI -6.
Screening Cc1ccc(C)n1-c1ccc(C(=O)O)c(C(=O)O)c1 returned 14-3-3 PPI -36.
COc1ccc(Br)cc1C1C(C(=O)OC2CC(C)CCC2C(C)C)=C(C)Nc2nnnn21 (configuration not stated) was read as 14-3-3 PPI -2.
`CC1=NCCN1S(=O)(=O)c1cc(Cl)ccc1Cl` gave 14-3-3 PPI -7.
For CC(=O)N1CCN(c2ccc(Oc3ncnc4sccc34)cc2)CC1 the results were 14-3-3 PPI -12.
For CCOC(=O)CC(=O)CSc1ncnc2c1cnn2-c1ccccc1 the results were 14-3-3 PPI 4.
For CC(=O)NC(CCS(C)(=O)=O)C(=O)Nc1ccc(F)cc1 (configuration not stated) the results were 14-3-3 PPI 3.
For Cc1ccc2oc(=O)cc(CN3CCOCC3)c2c1 the results were 14-3-3 PPI -4.
`COc1ccc(NS(=O)(=O)c2c(C)nn(C)c2C)cc1` gave 14-3-3 PPI -11.
`CCOc1ccc2nc(SCC(=O)Nc3ccc(Cl)c(C(=O)O)c3)sc2c1` gave 14-3-3 PPI -14.
O=C(CN(C(=O)CSc1nnc(COc2ccccc2)o1)c1ccc(F)cc1)NC1CCCC1 was read as 14-3-3 PPI -3.
For O=C(Cc1ccccc1)OCC(=O)c1ccc([N+](=O)[O-])cc1 the results were 14-3-3 PPI 20.
`Cc1ccccc1-c1nc(CS(=O)CC(=O)NCCN2CCOCC2)c(C)o1` (configuration not stated) gave 14-3-3 PPI 0.
`CC(=O)Nc1ccc(-c2csc(-c3c[nH]c4ccccc34)n2)cc1` gave 14-3-3 PPI 3.
For Cc1nc2c(OCc3ccccc3)cccn2c1CC#N the results were 14-3-3 PPI -4.
`Cc1cc(OC(C)C)nc(N2CCOCC2)n1` gave 14-3-3 PPI 1.
For O=C1c2ccccc2C(Nc2ccc(F)c(Cl)c2)N1Cc1ccco1 (configuration not stated) the results were 14-3-3 PPI -10.
`COC(=O)CCC(=O)c1oc2ccccc2c1N` gave 14-3-3 PPI 0.
`COc1ccccc1CNC(=O)c1ccc(N2CC3CC(C2)c2cccc(=O)n2C3)c(NC(=O)c2cccs2)c1` (configuration not stated) gave 14-3-3 PPI -8.
Cc1ccc(CN(CC(=O)N2CCN(c3ccccc3)CC2)S(=O)(=O)c2ccc(C)cc2)cc1 was read as 14-3-3 PPI 3.
Screening Fc1ccc(CN2CCN(Cc3c[nH]c4ccccc34)CC2)cc1 returned 14-3-3 PPI -6.
For COc1ccc(C(=O)Nc2cc(C)c(O)c(S(=O)(=O)c3ccc(Cl)cc3)c2C(C)C)cc1 the results were 14-3-3 PPI 8.
COc1ccc(-c2nc3ccc(C)cn3c2Nc2ccccc2C)cc1 was read as 14-3-3 PPI 3.
Cn1nc([N+](=O)[O-])nc1Oc1ccc(C(C)(C)C)cc1 was read as 14-3-3 PPI 10.
`CCOC(=O)c1[nH]c2ccc(OC)cc2c1NC(=O)CN1CCN(c2ccccn2)CC1` gave 14-3-3 PPI 5.
`CNC(=O)c1c[nH]c2ccc(S(=O)(=O)Nc3cccc(Cl)c3C)cc2c1=O` gave 14-3-3 PPI -26.
For CCCCCOC(=O)C1=C(C)NC(=O)NC1c1cccc(Br)c1 (configuration not stated) the results were 14-3-3 PPI 6.
Cc1ccccc1S(=O)(=O)Nc1cc2c3c(oc2c2ccccc12)CCCC3 was read as 14-3-3 PPI -9.
Screening O=C(NCc1ccco1)C1(c2ccccc2)CCCC1 returned 14-3-3 PPI 9.
Screening CC1=C(C(=O)Nc2ccc(F)cc2)C(c2cccc(Cl)c2)C2=C(CCCC2=O)N1 (configuration not stated) returned 14-3-3 PPI -2.
For c1cncc(-c2noc(C34CC5CC(CC(C5)C3)C4)n2)c1 the results were 14-3-3 PPI 1.
Cc1ccccc1C(=O)c1cccn1CC(=O)O was read as 14-3-3 PPI -5.
For COc1ccc(-c2cc(C(=O)N3CCN(c4ccccn4)CC3)c3ccccc3n2)cc1 the results were 14-3-3 PPI -5.
`CCOc1ccc2nc(SCC(=O)c3ccc(C)s3)sc2c1` gave 14-3-3 PPI -2.
For O=C(Nc1ccc(Br)cc1)c1noc2c1CCCC2 the results were 14-3-3 PPI -3.
`FC(F)Oc1ccc(C2C=C(c3ccccc3)Nc3nc4ccccc4n32)cc1` (configuration not stated) gave 14-3-3 PPI -7.
Cc1cccc(NC(=O)CN2CCCN(S(=O)(=O)c3ccc(Br)s3)CC2)c1 was read as 14-3-3 PPI -6.
`CCOC(=O)C(C(=O)Nc1ccc(C)cc1)C1CCCCC1` (configuration not stated) gave 14-3-3 PPI -5.
Screening CCc1nnc(NC2=NCCC2)s1 returned 14-3-3 PPI 4.

Fetched by compound from the list above (two):
Cc1cccc(NC(=O)CN2CCCN(S(=O)(=O)c3ccc(Br)s3)CC2)c1 was read as 14-3-3 PPI -6.
`CCOC(=O)C(C(=O)Nc1ccc(C)cc1)C1CCCCC1` (configuration not stated) gave 14-3-3 PPI -5.

New compounds follow.
`COc1cccc(NC(=O)COc2ccc(N3CC(C(=O)NCC(C)C)CC3=O)cc2)c1` (configuration not stated) gave 14-3-3 PPI 2.
Screening COC(=O)Cc1nc(N2CCN(c3ccc([N+](=O)[O-])cc3)CC2)c2c3c(sc2n1)CCCC3 returned 14-3-3 PPI -5.
Screening CCC1(CC)C(=O)N(C)C(=O)NC1=NCc1ccccc1 returned 14-3-3 PPI -9.
`C=CCOC(=O)C1=C(C)NC(=O)NC1c1cccc(Oc2ccccc2)c1` (configuration not stated) gave 14-3-3 PPI -5.
`CCCCCNC(=O)c1sc(=S)n(CCc2ccccc2)c1N` gave 14-3-3 PPI -1.
For CCOc1ccccc1CN1C(=O)c2ccccc2C1C(=O)NC1CCCCCC1 (configuration not stated) the results were 14-3-3 PPI -12.
`Cc1ccc(C)c(N/C(N)=N/c2nc(C)cc(C)n2)c1` gave 14-3-3 PPI -13.
Screening CC1(C)Cc2ccccc2-c2nnc(-c3ccccc3[N+](=O)[O-])n21 returned 14-3-3 PPI -3.
`CN(c1ccc(C(=O)N2CCCCC2)cc1)S(=O)(=O)c1ccccc1` gave 14-3-3 PPI -5.
Cc1ccc(CNC(=O)c2cc3c(=O)[nH]c4ccccc4c3s2)cc1 was read as 14-3-3 PPI -9.
For CC1CCN(C(=O)Cn2c(=O)[nH]c3ccsc3c2=O)CC1 the results were 14-3-3 PPI 10.
Screening COc1ccc(Cl)cc1NC(=O)c1cnn2c(C(F)(F)F)cc(-c3ccc(OC)c(OC)c3)nc12 returned 14-3-3 PPI -2.
Screening COc1ccc(NS(=O)(=O)c2ccc3c(c2)Cc2ccccc2-3)cn1 returned 14-3-3 PPI 0.
O=C(NCc1ccco1)c1ccc2ccccc2c1 was read as 14-3-3 PPI -4.
`CCn1cc(C(=O)NC2CCC(C)CC2)c(=O)c2cc(S(=O)(=O)N3CCCCC3)ccc21` (configuration not stated) gave 14-3-3 PPI -7.
Screening Cc1ccc2cc(CN(Cc3ccccc3)Cc3nnnn3C3CCCC3)c(=O)[nH]c2c1 returned 14-3-3 PPI -5.
CC(=O)c1c(C)oc2ccc(NS(=O)(=O)c3ccc(C)c([N+](=O)[O-])c3)cc12 was read as 14-3-3 PPI -2.
Screening O=C(CCN1C(=O)C2C3C=CC(C3)C2C1=O)Nc1cccc(F)c1 (configuration not stated) returned 14-3-3 PPI -13.
For COc1ccc(OCc2nn3c(-c4ccco4)nnc3s2)cc1 the results were 14-3-3 PPI -7.
Screening Cc1ccc2c(c1)nnn2C1CCN(CC(=O)Nc2ccccc2N2CCOCC2)CC1 returned 14-3-3 PPI -2.
Cn1c(=O)[nH]c(=O)c2c1nc(SCc1ccccc1)n2CCc1ccccc1 was read as 14-3-3 PPI -8.
Screening Cc1ccc(NC(=O)N2CCNC2=O)c(C)c1 returned 14-3-3 PPI 4.
Screening CN(C)C(=O)c1cc(-c2ccccc2)nc2ccccc12 returned 14-3-3 PPI 9.
Cc1ccc(NCc2nnc(SCC(=O)NCc3ccco3)n2CC2CCCO2)cc1Cl (configuration not stated) was read as 14-3-3 PPI -2.
CCCCCCNC(=O)C(=O)Nc1ccc(I)cc1C was read as 14-3-3 PPI -9.
For Cc1nc2c(C(=O)NCCC(C)C)cnn2c(C)c1Cc1ccc(F)cc1 the results were 14-3-3 PPI -3.
Cc1ccc(C(=O)COC(=O)c2ccc(NC(=O)c3ccc(Br)cc3)cc2)cc1[N+](=O)[O-] was read as 14-3-3 PPI -81.
For CCOc1ccc(N(CC(=O)Nc2ccc(OC)cc2)S(=O)(=O)c2c(C)noc2C)cc1 the results were 14-3-3 PPI -5.
Screening O=C(CSc1nnc(CNC(=O)c2cccs2)o1)NCCc1ccccc1 returned 14-3-3 PPI -6.
`COc1cc2[nH]c(=S)n(CCc3ccc(S(N)(=O)=O)cc3)c(=O)c2cc1OC` gave 14-3-3 PPI -15.
`CCCOC(=O)c1ccc(NC(=O)c2c(O)c3cccc4c3n(c2=O)CC4)cc1` gave 14-3-3 PPI -2.
Screening O=C(Nc1cccc(C(F)(F)F)c1)c1sc(=S)n2c1[nH]c(=O)c1ccccc12 returned 14-3-3 PPI -36.
`Oc1[nH]c2ccccc2c1C=NCC1CCCO1` (configuration not stated) gave 14-3-3 PPI -5.
COc1ccc(-c2cc(C(F)(F)F)n3ncc(C(=O)Nc4cccc(Cl)c4C)c3n2)cc1OC was read as 14-3-3 PPI 11.
Screening O=S(=O)(c1ccccc1)c1ccccc1/C=N\O returned 14-3-3 PPI 4.
For Cc1ccc(-n2nc3ccc(NC(=O)COc4ccccc4C)cc3n2)cc1 the results were 14-3-3 PPI -5.
Screening O=C(O)CS(=O)(=O)Cc1cccc(F)c1 returned 14-3-3 PPI -7.
Cc1cc(SCNC(=O)c2ccccc2)ncn1 was read as 14-3-3 PPI -1.
Screening CC(C)c1ccc(-c2noc(C3CCCN(C(=O)c4ccc(F)cc4F)C3)n2)cc1 (configuration not stated) returned 14-3-3 PPI -9.
`COc1ccc(Br)c(C(=O)Nc2cc(C(=O)N3CCN(C(C)=O)CC3)ccc2N2CC3CC(C2)c2cccc(=O)n2C3)c1` (configuration not stated) gave 14-3-3 PPI -7.

Continued, starting with the last 5 of the part before.
For Cc1ccc(-n2nc3ccc(NC(=O)COc4ccccc4C)cc3n2)cc1 the results were 14-3-3 PPI -5.
Screening O=C(O)CS(=O)(=O)Cc1cccc(F)c1 returned 14-3-3 PPI -7.
Cc1cc(SCNC(=O)c2ccccc2)ncn1 was read as 14-3-3 PPI -1.
Screening CC(C)c1ccc(-c2noc(C3CCCN(C(=O)c4ccc(F)cc4F)C3)n2)cc1 (configuration not stated) returned 14-3-3 PPI -9.
`COc1ccc(Br)c(C(=O)Nc2cc(C(=O)N3CCN(C(C)=O)CC3)ccc2N2CC3CC(C2)c2cccc(=O)n2C3)c1` (configuration not stated) gave 14-3-3 PPI -7.
`COc1ccc(-c2nnc(SCC(=O)Nc3ccc(Br)cc3)nc2-c2ccc(OC)cc2)cc1` gave 14-3-3 PPI -35.
`O=C(CN1CCOCC1)Nc1cccc(C(=O)Nc2cccc(C(F)(F)F)c2)c1` gave 14-3-3 PPI -5.
Cc1cc(=O)[nH]c(SCC(=O)Nc2nc(-c3ccc(Br)cc3)cs2)n1 was read as 14-3-3 PPI -44.
For O=C1OC(N2CCN(CCO)CC2)c2ccccc21 (configuration not stated) the results were 14-3-3 PPI -1.
Screening Cc1ccnc(NS(=O)(=O)c2ccc(NC(=O)C3CCCCC3)cc2)n1 returned 14-3-3 PPI -10.
Screening O=S(=O)(Cc1ccccc1)NCc1ccncc1 returned 14-3-3 PPI 3.
Screening CC1=C(C(=O)Nc2cccc(C)n2)C(c2ccc(Cl)c([N+](=O)[O-])c2)C2=C(CC(C)(C)CC2=O)N1 (configuration not stated) returned 14-3-3 PPI -5.
For Cc1c(Cl)cnc(NC(=O)COC(=O)C(NC(=O)c2ccco2)C(C)C)c1Cl (configuration not stated) the results were 14-3-3 PPI -16.
`CCc1ccc(N(CC)C(=O)c2coc(=O)c3ccccc23)cc1` gave 14-3-3 PPI -2.
For CCOc1ccc(NC(=O)CSc2nc3c(cnn3-c3ccc(C)c(C)c3)c(=O)[nH]2)cc1 the results were 14-3-3 PPI 11.
Screening O=C(O)CC(c1ccccc1)c1ccc2c(c1)OCO2 (configuration not stated) returned 14-3-3 PPI -2.
For COc1cc(C2c3c(oc4ccccc4c3=O)C(=O)N2CCN2CCOCC2)cc(OC)c1OC (configuration not stated) the results were 14-3-3 PPI -1.
CCc1nnc(NC(=O)CSc2nnc(CNc3ccc(Cl)cc3)o2)s1 was read as 14-3-3 PPI -4.
For NC(=O)C1CCN(C(=O)c2ccc3c(=O)n(C4CCCCC4)c(SCC(=O)N4CCCc5ccccc54)nc3c2)CC1 the results were 14-3-3 PPI -10.
`Cc1ccc(Cn2c(=O)n(-c3cccc(F)c3)c(=O)c3ccccc32)cc1` gave 14-3-3 PPI 0.
For Cc1cccc(S(=O)(=O)C(C#N)c2nc3ccccc3nc2N2CCOCC2)c1 (configuration not stated) the results were 14-3-3 PPI -2.
`CC(CNc1cc(Cl)ccc1[N+](=O)[O-])Oc1nonc1-c1ccccc1` (configuration not stated) gave 14-3-3 PPI 6.
`C=CCn1nc(C)c(=O)[nH]c1=S` gave 14-3-3 PPI -26.

Arranged by number of heavy atoms (lowest first): part of the list above.
Screening CCc1nnc(NC2=NCCC2)s1 returned 14-3-3 PPI 4.
`CC1=NCCN1S(=O)(=O)c1cc(Cl)ccc1Cl` gave 14-3-3 PPI -7.
`Cc1ccc(C)c(N/C(N)=N/c2nc(C)cc(C)n2)c1` gave 14-3-3 PPI -13.
Screening Fc1ccc(CN2CCN(Cc3c[nH]c4ccccc34)CC2)cc1 returned 14-3-3 PPI -6.
Screening COc1ccc(NS(=O)(=O)c2ccc3c(c2)Cc2ccccc2-3)cn1 returned 14-3-3 PPI 0.
COc1ccc(-c2nc3ccc(C)cn3c2Nc2ccccc2C)cc1 was read as 14-3-3 PPI 3.
Screening COc1ccc(Cl)cc1NC(=O)c1cnn2c(C(F)(F)F)cc(-c3ccc(OC)c(OC)c3)nc12 returned 14-3-3 PPI -2.

Bioassay records deposited in PubChem by Emory University Molecular Libraries Screening Center.

The list is partial; the hit share may differ from the screen's.
